From PubChem
sdo1 growth = growth rescue of sdo1-depleted yeast, primary screen, S. cerevisiae, bone marrow failure model | S. cerevisiae sdo1-depleted JHY4D growth rescue, OD600 30 h; hits give high values; pdr5 snq2 efflux-pump mutant strain | z-score at 10 µM | actives 0.21% (n = 140,000);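 active = z-score above 3 at both the 24 hr and the 30 hr optical density reads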;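 also: z-score against mean and SD of all compound wells on the same plate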
INS promoter inh = inhibitors of insulin promoter-driven GFP, primary screen, imaging, TRM-6 cells (human fetal islet line), eGFP reporter, cell count. reporter expression induced with tamoxifen. inhibition, % at 2 µM. actives 0.9% (n = 130,000);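 active = inhibition above the mean plus 3 SD, with well images judged a real hit on visual review, cut at about 60% in these data, passing the limit was not always enough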
sdo1 growth Rescue 24 h = also measured in sdo1 growth; calls as there; z-score; S. cerevisiae sdo1-depleted JHY4D growth rescue, OD600; measured here: growth rescue at 24 h;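 0 is the plate mean of compound wells and units are plate SD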
Numbers without * were called inactive; · = no result given. Compounds as they come. Share with any hit: about 0.94%.

sdo1 growth	sdo1 growth Rescue 24 h	INS promoter inh	Molecule
-1.48	-0.72	91.8*	COc1ccc(C(=O)C(CN2CCOCC2)c2ccccc2)cc1 (stereo not given)
·	·	40.0	COc1ccc(C(=O)Nc2cccc(S(C)(=O)=O)c2)cc1OC
0.23	0.05	·	Cc1ccc(CNC(=O)C2CCCN(S(=O)(=O)c3cnc[nH]3)C2)cc1 (stereo not given)
-0.54	1.19	-20.0	Cc1ccc(C)c(OCc2ccc(C(=O)N3N=C(C(F)F)CC3(O)C(F)F)o2)c1 (stereo not given)
-0.88	-0.04	-6.7	Cc1cc(C(=O)Nc2nnc(C3CCCCC3)s2)no1
-0.26	0.11	-13.3	Cc1cccc(C(=O)NC(=S)Nc2ccc(S(=O)(=O)N(C)c3ccccc3)cc2)c1
-0.6	-1.66	2.0	COc1ccc(CN(CCC(c2ccccc2)c2ccco2)C(=O)c2ccco2)cc1 (stereo not given)
-0.41	-0.07	-3.5	COc1cccc(CSc2nc3cc4c(cc3cc2C)OCCO4)c1
1.5	1.4	·	COc1ccc(OC)c(NC(=O)COC(=O)CNC(=O)c2ccc(OC)c(OC)c2)c1
0.6	0.81	41.7	Cn1c2c(c(=O)n(C)c1=O)C(C(F)(F)F)(C(F)(F)F)N=C(C1CCCCC1)N2
1.09	0.97	-13.6	CCC(C)NC(=O)C1c2cc(OC)c(OC)cc2C(=O)N(C)C1c1cccs1 (stereo not given)
·	·	0.0	CCN(CCNC(=O)C1CCC(=O)N1Cc1ccc(C)cc1)c1ccccc1 (stereo not given)

Some of the entries so far, bar-delimited.
structure | sdo1 growth | sdo1 growth Rescue 24 h | INS promoter inh
Cc1ccc(C)c(OCc2ccc(C(=O)N3N=C(C(F)F)CC3(O)C(F)F)o2)c1 (stereo not given) | -0.54 | 1.19 | -20.0
COc1ccc(CN(CCC(c2ccccc2)c2ccco2)C(=O)c2ccco2)cc1 (stereo not given) | -0.6 | -1.66 | 2.0
CCC(C)NC(=O)C1c2cc(OC)c(OC)cc2C(=O)N(C)C1c1cccs1 (stereo not given) | 1.09 | 0.97 | -13.6

(more compounds)
sdo1 growth	sdo1 growth Rescue 24 h	INS promoter inh	Molecule
-1.53	-1.32	·	COc1ccccc1NC(=S)NCCSc1ccc(C)cc1
0.84	0.35	14.3	COc1ccc(CCNC(=O)CCn2cccc2)cc1OC
0.35	-0.17	-6.5	Cc1c(NC(=S)NC(=O)C(c2ccccc2)c2ccccc2)cccc1C(=O)O
1.05	1.89	·	O=C(Nc1nnc(-c2ccccc2)s1)c1cc(S(=O)(=O)N2CCOCC2)c(Cl)cc1Cl
0.79	1.35	·	CCOC(=O)C(C)Oc1ccc(=O)n(-c2ccccc2)n1 (stereo not given)
·	·	42.9	COC(=O)c1ccc(-n2c(C)cc(C(=O)CCl)c2C)cc1
·	·	0.0	COc1ccc(C(=O)NC2=NCCS2)cc1S(=O)(=O)N1CCCCC1C (stereo not given)
-0.91	-0.88	-88.9	CC(C)OC(=O)C1C2C=CC3(CN(CC4CCCO4)C(=O)C13)O2 (stereo not given)
0.03	-0.1	-3.5	Cc1[nH]c2ccc(F)cc2c(=O)c1SC(F)(F)C(F)C(F)(F)F (stereo not given)
0.24	-0.56	-28.6	COc1ccc2[nH]c(C(=O)O)c(NS(=O)(=O)c3ccc(Cl)s3)c2c1
-0.62	-0.99	·	OCC(C#CCN1CCCCC1)NCc1ccccc1 (stereo not given)
0.01	-0.24	0.0	COc1ccc(S(=O)(=O)Nc2ccccc2C(=O)NCc2ccco2)cc1
0.21	0.63	·	CC(NC(=O)CSC(=S)N(C)C)C12CC3CC(CC(C3)C1)C2 (stereo not given)
·	·	8.3	CC1=C(C(=O)OCCOc2ccccc2)C(c2coc3ccccc3c2=O)C2=C(CCCC2=O)N1 (stereo not given)
-0.28	0.2	12.5	COc1ccc(OC)c(Nc2ncnc3c2cnn3-c2cccc(C)c2)c1
0.18	-0.62	-29.2	CN(c1ccccc1)S(=O)(=O)c1ccc(NC(=O)C2CCCCC2C(=O)O)cc1 (stereo not given)
-0.86	0.21	0.0	CN(C)C(=O)NC(Nc1ccc(Cl)cc1Cl)C(Cl)(Cl)Cl (stereo not given)
0.93	1.56	-162.5	COc1ccc(NC(=O)N2CCC(n3nnc4cc(C)ccc43)CC2)cc1
1.09	0.17	48.1	Cc1ccc(C(=O)Nc2cc(C)c(OCC(=O)N3CCOCC3)c(C)c2)cc1
0.31	-0.58	45.2	CC(C)c1ccc(Nc2cnn(C34CC5CC(CC(CC(=O)O)(C5)C3)C4)c(=O)c2Cl)cc1
0.57	-0.3	11.8	CCN(CC)C(=O)C(=O)N/N=C/c1ccc(C(=O)O)cc1
·	·	-141.7	CCc1cccc(N(C(=O)c2csnn2)C(C(=O)NC(C)(C)CC)c2ccccn2)c1 (stereo not given)
·	·	57.1	O=C(Nc1ccc(Cl)cc1)Nc1ccccc1C(=O)O
-1.09	-1.43	·	Cn1c(NC(=O)c2ccc3c(c2)OCO3)cc(=O)n(C)c1=O
3	2.68	3.3	CCOC(=O)Cn1nnnc1C(C(C)C)N(Cc1cccs1)Cc1cc2cc(C)ccc2[nH]c1=O (stereo not given)
0.21	-0.31	-19.4	CCOC(=O)Nc1ccc2c(c1)N(C(=O)C(C)N1CCCC1)c1ccccc1CC2 (stereo not given)
-0.74	-0.41	-33.3	O=C(CN(c1ccccc1F)S(=O)(=O)c1ccccc1)NC1CCCCCC1
0.86	0.07	-3.9	COc1cc(OC)cc(C(=O)N2CCC(N3CCCCCC3)CC2)c1
0.03	0.01	·	CCC(=O)N[C@@H]1CC(C(C)(C)NC(=O)CC)CC=C1C (stereo not given in full)
1.06	1.12	·	COc1ccc(-n2c3c(cc(C(=O)NC4CCSC4=O)c2=O)C(=O)CC(C)(C)C3)cc1 (stereo not given)
-0.23	-0.57	·	Cc1onc(-c2ccccc2)c1C(=O)Nc1ccc(S(=O)(=O)N2CCCCC2)cc1
-0.25	-0.84	-35.7	CCOc1ccc(C(=O)NC2CCN(C(=O)NCc3ccccc3)CC2)cc1
-1.65	-0.98	-3.4	O=C(CSc1nc(Nc2ccccc2)nc(N2CCOCC2)n1)N1CCc2ccccc21
·	·	33.3	Cc1ccc(C(=O)NCC(=O)Nc2ccc(C)c(S(=O)(=O)Nc3ccc(Cl)cc3)c2)s1
-0.99	-1.19	·	COc1ccc(/C=C/C(=O)c2c(C)nc3ccccn23)cc1
·	·	-8.3	CCOc1ccccc1C(=O)NC(C(=O)NCc1ccc(F)cc1)C(C)C (stereo not given)

Compound profiles, from the list above.
Listed for COc1ccc(S(=O)(=O)Nc2ccccc2C(=O)NCc2ccco2)cc1 → sdo1 growth: 0.01; sdo1 growth Rescue 24 h: -0.24; INS promoter inh: 0.0
Listed for COc1cc(OC)cc(C(=O)N2CCC(N3CCCCCC3)CC2)c1 → sdo1 growth: 0.86; sdo1 growth Rescue 24 h: 0.07; INS promoter inh: -3.9

Further records
sdo1 growth	sdo1 growth Rescue 24 h	INS promoter inh	Molecule
·	·	37.8	Cn1c(=N)c(S(=O)(=O)c2ccc(Cl)cc2)cc2c(=O)n3ccccc3nc21
·	·	-31.6	CCOc1ccccc1OC(=O)c1cc2ccccc2oc1=O
-0.39	-0.9	·	CC(C(=O)Nc1ccc2nccnc2c1)N1C(=O)C2C3C=CC(C3)C2C1=O (stereo not given)
-0.72	-0.29	12.5	O=C(CSc1nnc(-c2cccnc2)n1Cc1ccco1)c1ccc(Br)cc1
·	·	0.0	COc1ccc(CCNC(=O)/C=C/C(=O)O)cc1
0.32	-0.13	3.5	Cc1ccc(OC(=O)c2cc(=O)c3ccccc3o2)cc1
·	·	9.1	COc1ccc(NC(=S)Nc2ccc(F)cc2)c(OC)c1
·	·	10.0	Fc1ccc(NC(=S)Nc2cc(Cl)ccc2Cl)cc1
-0.74	-1.16	43.2	Cc1ccc(Cc2cnc(NC(=O)C3CCCO3)s2)cc1 (stereo not given)
1.39	1.91	40.7	CCNC(=S)NNC(=O)c1ccccc1Cl
·	·	16.7	NS(=O)(=O)c1ccc(NC(=O)COC(=O)COc2ccccc2)cc1
0.75	0.78	·	CCCN1CCN(C(=S)Nc2ccc([N+](=O)[O-])cc2)CC1

INS promoter inh, hit marks shown above.
sdo1 growth	sdo1 growth Rescue 24 h	INS promoter inh	Molecule
-1.48	-0.72	91.8*	COc1ccc(C(=O)C(CN2CCOCC2)c2ccccc2)cc1 (stereo not given)

New compounds follow:
sdo1 growth	sdo1 growth Rescue 24 h	INS promoter inh	Molecule
-0.29	-0.86	-8.3	O=c1c(O)c(-c2cccs2)oc2ccc(Cl)cc12
·	·	-376.2	CCC(=O)Oc1c(-c2ccccc2)c2nc3ccccc3nc2c2ccccc12
0.2	-0.37	·	CCOc1ccc2[nH]c(=O)c(CN(CCO)C(=O)c3ccc(Br)cc3)cc2c1
0.45	1.37	·	CCc1ccc(-n2cc(-c3ccc([N+](=O)[O-])cc3)[nH]c2=S)cc1
-0.34	-1.42	-6.7	CC(=O)Nc1ccc(NC(=O)COC(=O)Cc2c[nH]c3ccccc23)cc1
0.02	-0.11	-153.8	COc1ccc(S(=O)(=O)Nc2cccc(Cl)c2)cc1OC
·	·	33.3	Cc1cnc(NC(=O)c2ccc(OCC3CCCO3)cc2)s1 (stereo not given)
-0.58	-1.29	-38.0	Cc1cccc(NC(=O)Cn2nc(C(F)(F)F)cc2C2CC2)c1
1.56	1.73	33.3	Cc1ccc2ncccc2c1[N+](=O)[O-]
·	·	50.0	O=C(O)C(CO)N=Cc1c(O)c2ccccc2oc1=O (stereo not given)
-1.31	-1.41	-5.9	CCOC(=O)c1ccc(NCc2ccc3c(c2)OCO3)cc1
0.13	-0.92	16.1	Cc1cc(C)cc(OCCCCCNCCO)c1
-1.48	-1.51	45.8	O=S(=O)(c1ccc(Cl)cc1)N1CCCC1c1nc2ccccc2s1 (stereo not given)
1.09	0.51	50.0	O=C(O)C1CCCCC1C(=O)Nc1cccc2ccccc12 (stereo not given)
·	·	-11.1	CCN(CC)CCCNC(=O)c1ccc(OCC(=O)Nc2ccccc2C(F)(F)F)c(OC)c1
·	·	-21.4	Cc1ccc(C(=O)NCC(=O)N2CCN(S(=O)(=O)c3cccs3)CC2)s1
-0.68	0.81	-9.1	Cc1ccc2oc(-c3ccc(NC(=O)c4cccnc4)cc3)nc2c1
-0.09	0.79	53.3	Cc1nc2c3cc(F)ccc3n(Cc3ccccc3)c2s1
-0.45	-1.4	·	CCN(CC)S(=O)(=O)c1ccc(Cl)c(C(=O)Nc2nncs2)c1
·	·	0.0	CCCCN(C)C1CCN(C(=S)Nc2ccc(OC)cc2)CC1
-0.05	-0.98	·	Nc1cc(=O)nc(SCC(=O)N(C2CCCCC2)C2CCCCC2)n1-c1ccccc1
·	·	-80.0	CCc1ccccc1NC(=S)N(CCN1CCCCC1)Cc1ccco1
0.85	0.95	-3.3	Cc1cccc(NC(=O)c2ccc(S(=O)(=O)C(F)F)cc2)c1C
-0.65	-0.96	33.3	CCOC(=O)CSc1nc2ccccc2c(=O)n1C1CCCC1

Just sdo1 growth and sdo1 growth Rescue 24 h (two entries from above):
molecule	sdo1 growth	sdo1 growth Rescue 24 h
CCc1ccc(-n2cc(-c3ccc([N+](=O)[O-])cc3)[nH]c2=S)cc1	0.45	1.37
CC(=O)Nc1ccc(NC(=O)COC(=O)Cc2c[nH]c3ccccc23)cc1	-0.34	-1.42

(listing goes on)
sdo1 growth	sdo1 growth Rescue 24 h	INS promoter inh	Molecule
0.17	-0.24	·	COC(=O)CSC1=C(C#N)C(c2ccc(F)cc2)CC(=O)N1 (stereo not given)
-0.71	-0.78	3.7	CC(=O)ON1C(C)(C)CC(OC(=O)c2ccccc2)CC1(C)C
-2.07	0.1	·	CCCCOC(=O)C(C#N)c1nc2ccccc2nc1N1CCOCC1 (stereo not given)
·	·	11.8	CN(CC(=O)Nc1ccc(S(N)(=O)=O)cc1)Cc1ccccc1F
·	·	14.3	Cc1cc(C)c(OCCN(C)Cc2ccccc2)c(Br)c1
·	·	28.6	C[C@@H](C(=O)OCn1nnc2ccccc2c1=O)N1C(=O)C2CCCCC2C1=O (stereo not given in full)
1.76	1.4	·	COC(=O)c1ccc(-c2ccc(F)cc2)nc1C
-0.14	0.4	23.8	CNc1ccc(Br)cc(C(=O)/C=C/c2ccc(OC)cc2OC)c1=O
-1.63	-1.05	·	S=C(NCc1ccccn1)Nc1ccc(Cl)c(Cl)c1
1.2	0.78	-2.9	Cn1c(=O)c2c(ncn2CC(=O)N/N=C/c2ccco2)n(C)c1=O
1.23	2.24	·	CCCCn1c(=O)n(CC(=O)Nc2c(CC)cccc2CC)c(=O)c2c1nc(CO)n2CCC
-0.83	-0.72	0.0	CN(CC(=O)NCc1ccc(Cl)cc1)S(=O)(=O)c1cccc2nsnc12
0.73	0.5	·	COc1ccc(NC(=S)N/N=C2\CC(C)(C)Oc3ccc(O)cc32)cc1
0.96	0.82	37.5	O=C(Nn1cnnc1)C1Cc2ccccc2CN1S(=O)(=O)c1ccc(F)cc1 (stereo not given)
-1.35	-1.42	20.7	COc1ccc(/C=N/Nc2ccccc2)cc1Cn1nc(C)c([N+](=O)[O-])c1C
0.14	0.22	·	CCCCn1c(=N)n(CC(O)COc2ccccc2)c2ccccc21 (stereo not given)
-0.99	-0.17	15.4	COC(=O)c1c(C)n(-c2ccc(C)cc2)c2ccc(O)cc12
